# Screening data deposited in PubChem by National Center for Advancing Translational Sciences (NCATS).
# rTrxR1 inhibitor = blocks rat thioredoxin reductase 1 | O89049 | recombinant rTrxR1, NADPH fluorescence consumption, selenite substrate | Potency, µM (doses to about 114 µM), for inactives: at the top dose activity change, negative = inhibition, usual class: inhibitors | 390,000 tested, 1% active; note: potency is the fitted concentration of half-maximal effect; % is set by controls: 0 for no effect and ±100 for the full control effect; nearly all actives have a fitted effect of over 65% in size
# Target sequence (O89049 whole entry, looked up): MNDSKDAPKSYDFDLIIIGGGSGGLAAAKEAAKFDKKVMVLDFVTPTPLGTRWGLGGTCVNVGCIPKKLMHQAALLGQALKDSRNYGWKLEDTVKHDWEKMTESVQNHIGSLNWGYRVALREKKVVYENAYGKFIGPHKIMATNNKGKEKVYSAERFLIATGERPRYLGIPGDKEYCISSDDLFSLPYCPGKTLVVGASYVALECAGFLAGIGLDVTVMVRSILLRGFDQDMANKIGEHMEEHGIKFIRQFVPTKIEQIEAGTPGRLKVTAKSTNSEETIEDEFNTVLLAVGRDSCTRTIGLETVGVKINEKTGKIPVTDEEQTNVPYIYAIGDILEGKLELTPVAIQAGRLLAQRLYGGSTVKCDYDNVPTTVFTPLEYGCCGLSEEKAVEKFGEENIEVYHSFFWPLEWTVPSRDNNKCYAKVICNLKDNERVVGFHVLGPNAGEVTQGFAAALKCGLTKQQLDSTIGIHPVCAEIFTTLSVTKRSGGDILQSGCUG
#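 Rat TrxR1 (90 nM in the dispensed reagent) was pre-reduced with 400 uM NADPH for 5 min at room temperature, then incubated with compound for 15 min. After 400 uM selenite was added, NADPH fluorescence (Ex 340/Em 450 nm) was followed for 8 min.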
# Vif-A3F inh = Vif-A3F binding inhibition; HeLa A3F-eYFP + Vif (tagged APOBEC3F with the HIV-1 protein that degrades it), YFP fluorescence increase; Potency, µM (highest dose often 46.1 µM), inactives show at the top dose activity, negative = active; 390,000 tested, 0.2% active; AID 602313; note: potency is the fitted concentration of half-maximal effect; % of control where 0% means no effect; nearly all actives have a fitted effect of over 65% in size
#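 HeLa cells stably expressing Vif plus C-terminally eYFP-tagged A3F were seeded, incubated overnight at 37 deg C, dosed with compound, incubated overnight again at 37 deg C. Yellow fluorescence (Ex 488/Em 500-530) reported blocked Vif-mediated A3F-eYFP degradation.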
# Vif-APOBEC3G blk = blocks the Vif interaction with human APOBEC3G; Q9HC16; HeLa A3G-eYFP + Vif (tagged APOBEC3G with the HIV-1 protein that degrades it), YFP fluorescence, overnight; Potency, µM (series often up to 46.1 µM), without a hit: at the highest dose activity, negative = active, most hits filed as inhibitors; 410,000 tested, 0.076% active; AID 602310;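 note: potency is the fitted concentration of half-maximal effect; % is set by controls: 0 for no effect and ±100 for the full control effect; nearly all actives have a fitted effect of over 60% in size; hits raise eYFP signal because A3G escapes Vif-driven loss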
# Target sequence (Q9HC16 whole entry, looked up): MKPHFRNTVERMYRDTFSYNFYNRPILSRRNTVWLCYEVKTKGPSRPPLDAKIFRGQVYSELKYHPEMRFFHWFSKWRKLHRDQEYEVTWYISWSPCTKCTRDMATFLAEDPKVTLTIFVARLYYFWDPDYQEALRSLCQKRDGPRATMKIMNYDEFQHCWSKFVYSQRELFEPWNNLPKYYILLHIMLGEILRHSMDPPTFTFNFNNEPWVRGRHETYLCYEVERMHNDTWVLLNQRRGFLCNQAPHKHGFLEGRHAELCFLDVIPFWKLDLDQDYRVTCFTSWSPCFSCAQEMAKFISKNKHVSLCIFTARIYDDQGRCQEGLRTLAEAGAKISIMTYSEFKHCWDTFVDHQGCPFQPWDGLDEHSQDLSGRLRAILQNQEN
#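 Read-out is eYFP fluorescence (Ex 488/Em 500-530) from Vif-expressing HeLa A3G-eYFP cells; more signal means A3G escaped Vif-mediated degradation. Cells plated overnight, compound pinned in, incubated overnight at 37 deg C.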
# USP1 inh = USP1/UAF1 (human) deubiquitinase inhibition; O94782; recombinant USP1/UAF1, Ub-Rhodamine cleavage fluorescence; Potency, µM (highest dose often 57.1 µM), without a hit: at the highest dose activity change, negative = inhibition, most hits filed as inhibitors; 390,000 tested, 0.23% active; note: potency is the fitted concentration of half-maximal effect; % is set by controls: 0 for no effect and ±100 for the full control effect; nearly all actives have a fitted effect of over 60% in size; inactives centre near -12
#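 USP1/UAF1 complex (1 nM) preincubated 15 min at room temperature with compound, then Ub-Rho substrate (150 nM final) added. Kinetic fluorescence at 480/540 nm over 6 reads at 60 s intervals; 50 mM HEPES pH 7.8, 0.5 mM EDTA, 0.1 mg/ml BSA, 1 mM TCEP, 0.01% Tween-20.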
# LDHA inh = inhibitors of human lactate dehydrogenase A; 480,000 tested, 0.15% active; purified LDHA, NADH/diaphorase-resazurin fluorescence; hits give low values; P00338; activity change, % (values are at about 110 or 230 µM); in the data active = activity change below about -30%; inconclusive = mostly about -25% to -30%;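 note: plate controls were DMSO wells for no effect and wells without enzyme for full effect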
#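 Remaining NADH was detected by diaphorase (0.133 mg/mL) converting 37 µM resazurin to fluorescent resorufin, read at 0 and 20 minutes. The preceding 5-minute room-temperature reaction used 2 nM LDHA, 0.2 mM sodium pyruvate and 0.06 mM NADH at pH 7.4.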
# GRP78 ERSR act = inducers of ER stress response in human glioma cells; 420,000 tested, 0.02% active; Potency, µM, without a hit: top-dose activation, usual class: activators; U87-MG GRP78 promoter luciferase reporter, 16 h; note: potency is the fitted concentration of half-maximal effect; series mostly up to about 76 µM; % of control where 0% means no effect; nearly all actives have a fitted effect of over 35% in size
#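 Stably transfected U87-MG glioma cells carrying a GRP78-based luciferase sensor; 16 h compound incubation. Luminescence end-point read 10 min after Bright-Glo addition at room temperature.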
# TrxR1 substrate = is turned over as a substrate by rat TrxR1; purified TrxR1 substrate turnover, NADPH consumption readout; Potency, µM (highest dose often 114 µM), without a hit: at the highest dose activity change, negative = substrate turnover; 390,000 tested, 0.01% active; AID 588456; note: potency is the fitted concentration of half-maximal effect; % is set by controls: 0 for no effect and ±100 for the full control effect; nearly all actives have a fitted effect of over 50% in size
#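 Rat TrxR1, dispensed at 90 nM, was prereduced with 400 uM NADPH (final) for 5 min at ~22 deg C, then incubated with compound 15 min before 400 uM selenite. A first-read NADPH fluorescence drop versus no-compound background flagged substrates.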
# RGS4 inh = human RGS4 inhibition; 390,000 tested, 0.039% active; Transcreener GDP fluorescence polarization, RGS4-accelerated GTP hydrolysis; Potency, µM (highest dose often 114 µM), without a hit: at the highest dose activity change, negative = inhibition, actives largely listed as inhibitors; P49798; AID 504845; note: potency is the fitted concentration of half-maximal effect; % is set by controls: 0 for no effect and ±100 for the full control effect; nearly all actives have a fitted effect of over 75% in size; some results filed as inactive show a strong effect at the top dose
# Target sequence (P49798 whole entry, looked up): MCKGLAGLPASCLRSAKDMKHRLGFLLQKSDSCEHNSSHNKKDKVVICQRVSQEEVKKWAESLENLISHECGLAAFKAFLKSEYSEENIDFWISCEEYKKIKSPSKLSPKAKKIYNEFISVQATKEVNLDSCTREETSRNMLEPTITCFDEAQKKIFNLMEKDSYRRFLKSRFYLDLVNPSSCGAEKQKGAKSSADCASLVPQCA
#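 MLSMR compounds (23 nl, pin-transferred) preincubated 10 min at room temperature with a 500nM (2x) first reagent, then RGS4 at 900nM (2x) plus Transcreener GDP mix added; fluorescence polarization (620/688 nm) read before and after 90 min at 30 °C.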
# IDH1 R132H inh = human IDH1 R132H inhibition; Potency, µM (top dose mostly 76.6 µM), without a hit: top-dose activity change, negative = inhibition, usual class: inhibitors; 390,000 tested, 0.093% active; IDH1-R132H enzyme, NADPH consumption, diaphorase/resazurin fluorescence; O75874; note: potency is the fitted concentration of half-maximal effect; % is set by controls: 0 for no effect and ±100 for the full control effect; nearly all actives have a fitted effect of over 65% in size
#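 IDH1-R132H (0.5 ug/mL) preincubated 30 min with compound, then NADPH (0.016 mM) and alpha-KG (2 mM) added; 80 min at RT, pH 7.5. Remaining NADPH coupled via diaphorase/resazurin to fluorescence (540/590 nm); concentration-response curves normalized to no-enzyme control.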
# Numbers without * were called inactive; ? = inconclusive; / = not tested or not shown; & = joins results of further samples; ! = not active in a repeat; [ ] = dose if it differs, or a comment. Unless noted, calls come from the whole dose curve; as a rule, active = well fitted curve in the direction sought with a large enough effect; inconclusive = small, poorly fitted or top-dose-only effect, or another doubt; inactive = no such curve, though single readings can be large; an effect the other way counts as inactive or inconclusive. This is a subset. The share of hits here may be higher or lower than overall.
SMILES,rTrxR1 inhibitor,Vif-A3F inh,Vif-APOBEC3G blk,USP1 inh,LDHA inh,GRP78 ERSR act,TrxR1 substrate,RGS4 inh,IDH1 R132H inh
CC(C)[C@H](NC(=O)[C@H](Cc1ccccc1)n1c(=O)[nH]c2ccccc2c1=O)C(=O)N[C@@H](Cc1ccccc1)C(=O)O,9.5%,3.6%,-0.5%,4.5%,-10.5,-2.5%,5.2%,-0.8%,-12.3%
O=C(O)COc1c(Cl)cc(/C=C2\NC(=O)NC2=O)cc1Br,8.0%[57.1 µM],-1.1%,0.9%,-15.9%,-7.2,-5.4%,-1.5%[57.1 µM],-17.2%,-0.3%
Cc1ccc(NC(=O)CSc2ncccn2)cc1F,4.1%[57.1 µM],-0.3%,0.3%,-16.7%,-8.1,-0.5%,2.7%,1.2%,3.7%
O=C(NNc1ccccc1F)C1CCC1,9.6%[57.1 µM],-12.3%,1.6%,0.4%,-2.7,1.4%,-2.7%[57.1 µM],-24.5%,10.8%
CC1(C)C(C(N)=O)C(=O)NC(=O)C1C(N)=O (stereo not drawn),/,-2.4%,4.0%,-26.0%,-3.2,-4.9%,/,/,4.2%
Cc1ccc(-c2nc(CN(C)C3CCOC3)c(C)o2)s1 (stereo not drawn),17.7%,8.3%,-0.8%,-15.9%,-2.5,0.6%,7.9%,-0.4%,4.2%
COCc1c(C(=O)N(C)Cc2ccccc2N2CCCC2)oc2ccccc12,-12.8%,-12.2%,-3.1%,-9.6%,-8.9,0.9%,-5.8%,12.3%,9.2%
COc1c(Cl)cc(Cl)cc1C(=O)Nc1ccc(CN2CCCCC2)cc1,1.8%,6.2%,2.1%,-18.9%,-0.1,-0.5%,-4.1%,1.2%,7.1%
CC(C)CCC(C)N=Cc1c(O)n(Cc2ccccc2)c(=O)c2ccccc12 (stereo not drawn),25.3%[57.1 µM],3.3%,-0.3%,?,7.0,-4.1%,6.4%[57.1 µM],-40.7%,-1.4%
COc1ccc(C(=O)COC(=O)CSCc2c(C)noc2C)cc1OC,27.0%,-0.3%,-5.3%,8.0%,-3.2,-6.7%,2.6%,-11.1%,-1.2%
O=C(NCc1ccccc1)c1nc(S(=O)(=O)Cc2ccccc2)ncc1Cl,2.82µM*!,4.7%,?,-21.7%&-21.2%,3.0&-0.3&2.0,-14.9%,-2.4%&1.4%,?,-3.8%
COc1ccc(-c2nnc(SCc3c(C)noc3C)o2)cc1,11.9%[57.1 µM],2.6%,2.6%,-11.8%,-11.4,?,2.6%[57.1 µM],7.7%,0.1%
Cc1ccc(NC(=O)CN2C(=O)S/C(=C\c3cc(Cl)c(OCC(=O)O)c(Cl)c3)C2=O)cc1,-12.2%,5.5%,0.0%,-13.0%,2.2,-1.8%,-6.0%,-120.6%,36.9µM*
COc1cc(CCC(=O)Nc2c(C(=O)N3CCN(c4ccccc4OC)CC3)oc3ccccc23)on1,2.4%,3.4%,-0.6%,-10.8%,-3.0,-1.5%,-3.8%,12.3%[11.4 µM],-7.3%
Cc1ccc(N2CC(C(=O)OCC(=O)c3c(N)n(CC(C)C)c(=O)n(C)c3=O)CC2=O)cc1 (stereo not drawn),13.7%,-0.7%,2.9%,0.7%,-1.4,-3.2%,-0.1%,27.5%,1.1%
O=Cc1cnc(N2CCCCC2)s1,-33.6%,0.7%,-3.1%,-14.0%,-6.9,-0.5%,-9.5%,-23.7%[56.9 µM],-0.7%
COc1ccc2[nH]c3c(c2c1)CCNC3c1ccc([N+](=O)[O-])o1 (stereo not drawn),?,25.1µM*,?,-3.5%,-7.7,-3.3%,8.4%[57.1 µM],-17.7%,-16.1%
CCOC(=O)CCCCC(=O)NC(CO)C(=O)NC (stereo not drawn),17.7%,-0.1%,-0.7%,-22.4%,-1.3,-1.1%,-5.8%[57.1 µM],-22.4%,7.0%
O=C(CCS(=O)(=O)c1ccccc1)Nc1nc2c(s1)CCCC2,-37.1%,-5.1%,-14.1%,-5.5%,-1.9,-2.1%,3.4%[57.1 µM],17.0%,1.8%
O=C(CCS(=O)(=O)c1cc2c(cc1Cl)NC(=O)CO2)NCc1ccc(F)cc1,6.9%[57.1 µM],-7.8%,-5.6%,-6.9%,-2.1,-4.7%,6.3%,-6.8%,5.9%
Cc1ccc(NC(=O)N2CCN(c3nnc(C)c4c(C)n(-c5ccccc5)nc34)CC2)c(Cl)c1,6.4%[57.1 µM],/,/,-20.5%,-2.7,/,-4.5%[57.1 µM],0.5%,/
COc1ccc(C(=O)N2CC(=O)Nc3ccc(C)cc3C2c2ccccc2)c(OC)c1 (stereo not drawn),17.9%,0.2%,-9.9%,-15.0%,-5.3,-1.0%,7.0%,1.4%,6.6%
O=C(CSc1nc2ncccc2[nH]1)c1ccc(F)cc1,-8.2%[57.1 µM],-12.2%,-0.9%,3.7%,-7.5,5.6%,-1.9%,20.8%,0.6%
O=C(Cn1cnc2c(nnn2Cc2ccc(F)cc2)c1=O)NCC1CCCO1 (stereo not drawn),-2.2%,-2.9%,1.0%,6.1%,1.7,-3.9%,4.6%,20.4%,-0.2%
CN(C(=O)COC(=O)c1cccc(S(=O)(=O)N2CCCCCC2)c1)c1ccccc1,/,-7.4%,-5.7%,-9.7%,0.6,-1.7%,/,/,-0.4%
CCCCn1nc(C(=O)N(C)C2CCCCC2)c2ccccc2c1=O,9.6%,-4.9%,-1.8%,-4.9%,-1.7,-3.0%,-0.5%,-16.8%,4.4%
O=C(c1cccc(Cl)c1)N(Cc1cccs1)C1CCS(=O)(=O)C1 (stereo not drawn),-0.5%,1.5%,-8.3%,-12.7%,0.4,0.1%,-0.9%,-10.7%,4.2%
Cc1nonc1N1CCN(Cc2cn[nH]c2-c2ccc3c(c2)OCO3)CC1,14.1%,-6.0%,-5.8%,-17.2%,0.6,-1.6%,5.7%,0.2%,-5.9%
O=[N+]([O-])c1ccc(-c2ccc(/C=N/O)o2)cc1,10.3%[57.1 µM],-28.4%,1.7%,-13.9%,-4.2,2.7%,5.8%[57.1 µM],-4.2%,2.9%
CC(C)c1ccc(NC(=O)c2sccc2-n2cccc2)cc1,3.0%,-9.0%,0.1%,-16.0%,2.6,2.5%,-1.6%,6.0%[11.4 µM],11.4%
Nc1ccccc1SCC(=O)Nc1nccs1,5.2%[57.1 µM],-5.6%,-0.5%,-17.3%,-1.4,0.5%,8.7%[57.1 µM],-7.7%,4.7%
CN(C)C(CN1C(=O)C2CC=CCC2C1=O)c1cn(C)c2ccccc12 (stereo not drawn),5.2%,0.0%,0.1%,-4.1%,6.6,-1.0%,3.3%,6.2%,0.4%
Cc1ccccc1C(=O)N1CCCC(CCC(=O)N2CCN(c3ccccn3)CC2)C1 (stereo not drawn),13.4%,-1.1%,1.7%,-8.9%,-2.3,-2.6%,11.9%,9.6%,-0.1%
O=C(NCCc1cn2ccsc2n1)c1cccs1,5.7%[57.1 µM],-10.6%,0.4%,-2.7%,-4.5,2.2%,2.3%[57.1 µM],-4.3%,0.6%
COc1ccc(-c2cc(C(=O)N3CCN(Cc4ccccc4)CC3)no2)cc1OC,-8.1%[57.1 µM],-4.2%,0.7%,1.5%,-7.2,-0.8%,0.8%[57.1 µM],-3.8%,-2.9%
COc1ccc(NC(=O)N2CCN(C(=O)Nc3ccc(OC)cc3)CC2)cc1,29.3%[57.1 µM],2.2%,-0.4%,-11.4%,0.8,0.3%,-6.9%[57.1 µM],-4.8%[56.9 µM],9.5%
CCc1nc2c(c(=O)c3ccccc3n2C)c(=O)n1C1CCCCCC1,-1.5%,-4.7%,?,-1.4%,-7.7,-2.3%,-5.4%,1.1%,3.3%
CN(CC(=O)Nc1ccc(F)cc1)CC(=O)N1CCc2ccccc21,9.0%[57.1 µM],-4.9%,-2.8%,-17.7%,-7.7,-0.2%,3.4%[57.1 µM],6.0%,0.0%
Cc1ccc(C2/C(=C(\O)c3ccc4c(c3)OCCO4)C(=O)C(=O)N2Cc2cccnc2)cc1 (stereo not drawn),-4.7%,-12.1%,-6.2%,-11.4%,-3.2,-2.5%,-6.2%,-14.0%,-8.5%
Cc1csc(SC(C)C(=O)Nc2ccc(Cl)cn2)n1 (stereo not drawn),8.7%,5.3%,5.8%,2.1%,-2.8,-4.8%,-1.3%[57.1 µM],-3.6%[11.4 µM],5.9%
Cn1c(Cn2nnc3ccccc32)nnc1SCC(=O)c1ccccc1F,?,-6.2%,-0.1%,-3.1%,1.1,4.1%,4.6%,?,2.7%
Cc1[nH]c(C)c(S(=O)(=O)NCc2ccco2)c1C(=O)N1CCCCC1,8.1%,2.2%,1.4%,-16.9%,-1.7,-3.6%,2.6%,6.5%,10.4%
CCCC(=O)NCC(c1ccc2c(c1)OCO2)N1CCN(c2ccc(F)cc2)CC1 (stereo not drawn),12.5%[57.1 µM],-5.3%,0.9%,-2.5%,-8.0,-5.9%,-3.6%[57.1 µM],39.4%,-16.6%
